# PAFAH2 inh = PAFAH2 enzyme inhibitors, primary screen, biochemical, fluorescence polarization, human; AID 492956, 2010; inhibition, % at 3.39 µM; recombinant PAFAH2, FP-rhodamine activity probe; 340,000 compounds, 0.99% hits;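 active = inhibition above the mean over all tested compounds plus 3 SD, cut at about 30% in these data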;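 also: inhibitors block probe labeling of enzyme so polarization drops; 0% = enzyme with DMSO and 100% = wells lacking PAFAH2 protein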
# PAD4 FP inh = human PAD4 inhibitors, primary screen, biochemical, fluorescence polarization, 1536-well format; Protein-arginine deiminase type-4 (Homo sapiens), Q9UM07; recombinant PAD4, RCA probe fluorescence polarization; inhibition, % at 6.36 µM; 330,000 compounds, 0.41% hits; AID 485272, 2010;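 active = percent inhibition above a cutoff equal to the mean of all tested compounds plus 3 SD, cut at about 15% in these data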;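 also: 0% = PAD4 with RCA probe and DMSO and 100% = probe without PAD4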
# Target sequence (Q9UM07 whole entry, looked up): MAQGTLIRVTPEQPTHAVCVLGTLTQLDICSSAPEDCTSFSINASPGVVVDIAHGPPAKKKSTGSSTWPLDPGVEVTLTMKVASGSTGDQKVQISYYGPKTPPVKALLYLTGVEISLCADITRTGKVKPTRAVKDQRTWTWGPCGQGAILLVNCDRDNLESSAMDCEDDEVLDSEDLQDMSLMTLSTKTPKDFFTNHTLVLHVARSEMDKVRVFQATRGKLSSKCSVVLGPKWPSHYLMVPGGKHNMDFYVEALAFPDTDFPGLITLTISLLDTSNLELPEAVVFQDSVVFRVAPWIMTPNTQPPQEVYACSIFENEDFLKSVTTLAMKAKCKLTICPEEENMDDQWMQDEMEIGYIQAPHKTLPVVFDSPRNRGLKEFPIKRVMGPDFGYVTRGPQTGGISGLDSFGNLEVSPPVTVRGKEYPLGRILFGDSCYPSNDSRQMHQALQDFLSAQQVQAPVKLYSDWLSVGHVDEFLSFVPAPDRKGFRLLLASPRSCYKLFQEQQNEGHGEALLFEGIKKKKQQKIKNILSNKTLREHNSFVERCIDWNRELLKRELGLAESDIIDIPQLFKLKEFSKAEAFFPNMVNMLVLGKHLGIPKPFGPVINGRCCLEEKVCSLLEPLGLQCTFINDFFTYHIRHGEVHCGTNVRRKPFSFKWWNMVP
# PAFAH1B2 FP inh = PAFAH1B2 enzyme inhibitors, primary screen, biochemical, fluorescence polarization, human; Platelet-activating factor acetylhydrolase IB subunit alpha2 (Homo sapiens), P68402; recombinant PAFAH1B2, FP-rhodamine activity probe; inhibition, % at 3.39 µM; 340,000 compounds, 1.2% hits; AID 492953, 2010;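 active = inhibition above the mean of all tested compounds plus 3 SD, cut at about 24% in these data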;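 also: 0% = enzyme with DMSO and 100% = wells lacking PAFAH1B2; many of its hits are not listed in these tables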
# Target sequence (P68402 whole entry, looked up): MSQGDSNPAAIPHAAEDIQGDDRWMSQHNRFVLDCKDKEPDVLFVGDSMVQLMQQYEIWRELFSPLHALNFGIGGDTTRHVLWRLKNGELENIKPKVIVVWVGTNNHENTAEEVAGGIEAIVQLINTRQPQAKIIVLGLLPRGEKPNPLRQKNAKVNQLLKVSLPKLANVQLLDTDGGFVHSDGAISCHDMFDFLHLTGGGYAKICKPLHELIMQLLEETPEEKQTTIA
# LYPLA2 counter = LYPLA2 inhibitors, primary screen, counter-screen for PME1 inhibitor project, biochemical, fluorescence polarization, FP-Rh probe ABPP; recombinant LYPLA2; inhibition, % at 5.9 µM; Acyl-protein thioesterase 2 (Homo sapiens), O95372; AID 2177, 2009; 320,000 compounds, 0.38% hits;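 active = inhibition above the screen-wide mean plus 3 SD, limit set per campaign, cut at about 26% in these data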;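 also: 0% = LYPLA2 with DMSO and 100% = wells lacking LYPLA2 enzyme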
# PME-1 primary = PME-1 inhibitors via competitive probe labeling, primary screen, biochemical, fluorescence polarization, FP-Rh probe, HTS. Protein phosphatase methylesterase 1 (Homo sapiens), Q9Y570. recombinant PME-1. inhibition, % at 5.9 µM. 320,000 compounds, 0.53% hits. AID 2130, 2009;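 active = inhibition above the campaign mean of all compounds plus 3 SD, cut at about 26% in these data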;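 also: competitive labeling of PME-1 active site by serine hydrolase directed probe; 0% = PME-1 with DMSO and 100% = wells lacking PME-1 enzyme; inhibitors block probe labeling so polarization falls and inhibition rises; many of its hits are not listed in these tables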
# PAFAH1B3 inh = PAFAH1B3 enzyme inhibitors, primary screen, biochemical, fluorescence polarization, human; Platelet-activating factor acetylhydrolase IB subunit alpha1 (Homo sapiens), Q15102; recombinant PAFAH1B3, FP-rhodamine probe; inhibition, % at 3.39 µM; 340,000 compounds, 0.28% hits; AID 492972, 2010;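 active = inhibition above the screen-wide average of all tested compounds plus 3 SD, cut at about 25% in these data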;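 also: 0% = enzyme with DMSO only and 100% = wells lacking PAFAH1B3 protein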
# GSTO1 inh = inhibitors of recombinant GSTO1, primary screen, counter-screen for RBBP9 inhibitor project, biochemical, fluorescence polarization; Glutathione S-transferase omega-1 (Homo sapiens), P78417; activity-based probe fluorescence polarization; inhibition, % at 5.96 µM; 300,000 compounds, 1.1% hits; AID 1974, 2009;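 active = inhibition above the campaign mean inhibition plus 3 SD, cut at about 35% in these data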;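 also: 0% = GSTO1-1 with DMSO and 100% = wells lacking GSTO1-1 enzyme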
# LYPLA1 inh = LYPLA1 inhibitors, primary screen, counter-screen for PME1 inhibitor project, biochemical, fluorescence polarization, FP-Rh probe ABPP. Acyl-protein thioesterase 1 (Homo sapiens), O75608. recombinant LYPLA1. inhibition, % at 5.9 µM. 320,000 compounds, 0.16% hits;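 active = inhibition above the mean of all tested compounds plus 3 SD, set per campaign, cut at about 14% in these data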;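 also: inhibitors block serine hydrolase probe labeling of LYPLA1 so polarization falls; 0% = enzyme with DMSO and 100% = wells lacking LYPLA1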
# pPAFAH FP inh = pPAFAH enzyme inhibitors, primary screen, biochemical, fluorescence polarization, human. Platelet-activating factor acetylhydrolase (Homo sapiens), Q13093. recombinant pPAFAH, FP-rhodamine probe fluorescence polarization. 330,000 compounds, 1.5% hits. inhibition, % at 3.39 µM;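 active = inhibition above the mean inhibition across the screen plus 3 SD, cut at about 25% in these data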;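 also: inhibitors block binding of the rhodamine activity-based probe so polarization drops; 0% = enzyme with DMSO and 100% = wells lacking pPAFAH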
# An asterisk follows results filed as active; . = not tested or not shown.
# Values run as follows: PAFAH2 inh	PAD4 FP inh	PAFAH1B2 FP inh	LYPLA2 counter	PME-1 primary	PAFAH1B3 inh	GSTO1 inh	LYPLA1 inh	pPAFAH FP inh
1: C=CCn1c(N2CCCC2)nc2c1c(=O)[nH]c(=O)n2C
    3	0	-1	-2	5	5	4	-4	2
2: CC(=O)c1cccc(NC(=O)c2cnccn2)c1
    6	-2	-1	5	-2	-6	4	-1	-2
3: COc1ccc(S(=O)(=O)N(C)C[C@H]2Oc3ccc(NS(=O)(=O)c4ccc(F)cc4)cc3C(=O)N([C@H](C)CO)C[C@@H]2C)cc1
    -1	3	25*	.	.	4	.	.	14
4: O=[N+]([O-])c1ccc(N2CCCC2)cc1NCc1ccccc1
    -2	0	9	0	1	9	0	-3	3
5: COP(=O)(CC(=O)c1ccccc1)CC(=O)c1ccccc1
    6	-2	0	3	1	3	1	-2	2
6: COC(=O)c1ccccc1S(=O)(=O)N1CCC(NC(=O)c2ccccc2)CC1
    2	0	4	1	2	-4	-1	-3	-2
7: CC(C)(C)c1ccc(S(=O)(=O)N2CCN(CC(O)COCC3CCCO3)CC2)cc1 (stereo not given)
    -2	5	1	-6	10	1	.	4	-2
8: CCOc1ccc(/C=C/C(=O)N(CC)CC(=O)NCc2cccs2)cc1OC
    5	1	6	-3	5	11	20	0	4
9: COCCCNc1oc(-c2cccs2)nc1S(=O)(=O)c1ccc(C)cc1
    0	-2	4	-4	4	2	6	-2	6
10: CC(OC(=O)c1ccccc1CCc1ccccc1)C(N)=O (stereo not given)
    -2	-1	5	-3	0	8	-3	-6	0
11: O=C(NCc1ccccn1)c1ccc(OC2CCN(Cc3ccc(F)cc3F)CC2)cc1
    10	1	6	12	-4	3	-3	-6	7
12: COc1ccc(CCN2C(=O)CSC2=Nc2ccc(C)cc2C)cc1OC
    2	4	8	0	0	2	5	2	1
13: O=C(CSc1nc2ccccc2o1)N/N=C/c1ccc(O)c(O)c1
    22	2	5	-4	-3	1	57*	-5	13
14: Cc1ccc(-n2ncc3c2CC(C)(C)CC3NC(=O)c2cc[n+]([O-])cc2)cc1 (stereo not given)
    1	4	-4	-2	4	-4	19	-8	3
15: COc1ccc(C(CNC(=O)COc2ccc(F)cc2Br)N2CCCC2)cc1 (stereo not given)
    2	-7	-2	5	-4	11	3	-1	-6

# Part of the list above in order of count of non-hydrogen atoms, smallest number first.
# Values run as follows: PAFAH2 inh	PAD4 FP inh	PAFAH1B2 FP inh	LYPLA2 counter	PME-1 primary	PAFAH1B3 inh	GSTO1 inh	LYPLA1 inh	pPAFAH FP inh
1: C=CCn1c(N2CCCC2)nc2c1c(=O)[nH]c(=O)n2C
    3	0	-1	-2	5	5	4	-4	2
10: CC(OC(=O)c1ccccc1CCc1ccccc1)C(N)=O (stereo not given)
    -2	-1	5	-3	0	8	-3	-6	0
13: O=C(CSc1nc2ccccc2o1)N/N=C/c1ccc(O)c(O)c1
    22	2	5	-4	-3	1	57*	-5	13
9: COCCCNc1oc(-c2cccs2)nc1S(=O)(=O)c1ccc(C)cc1
    0	-2	4	-4	4	2	6	-2	6
12: COc1ccc(CCN2C(=O)CSC2=Nc2ccc(C)cc2C)cc1OC
    2	4	8	0	0	2	5	2	1
14: Cc1ccc(-n2ncc3c2CC(C)(C)CC3NC(=O)c2cc[n+]([O-])cc2)cc1 (stereo not given)
    1	4	-4	-2	4	-4	19	-8	3
7: CC(C)(C)c1ccc(S(=O)(=O)N2CCN(CC(O)COCC3CCCO3)CC2)cc1 (stereo not given)
    -2	5	1	-6	10	1	.	4	-2
11: O=C(NCc1ccccn1)c1ccc(OC2CCN(Cc3ccc(F)cc3F)CC2)cc1
    10	1	6	12	-4	3	-3	-6	7
3: COc1ccc(S(=O)(=O)N(C)C[C@H]2Oc3ccc(NS(=O)(=O)c4ccc(F)cc4)cc3C(=O)N([C@H](C)CO)C[C@@H]2C)cc1
    -1	3	25*	.	.	4	.	.	14

# Going on with the list.
# Values run as follows: PAFAH2 inh	PAD4 FP inh	PAFAH1B2 FP inh	LYPLA2 counter	PME-1 primary	PAFAH1B3 inh	GSTO1 inh	LYPLA1 inh	pPAFAH FP inh
16: O=c1c2ccccc2nc(/C=C/c2cc(Br)ccc2O)n1CCCO
    5	0	6	2	12	11	-10	-5	0
17: COc1ccccc1N1CCN(CC(=O)Nc2nccs2)CC1
    -6	4	3	-2	-3	-9	0	1	3
18: CCC(=O)Nc1ccc(C(=O)NNC(=O)COc2cccc(C)c2)cc1
    1	0	9	-3	-13	8	3	-8	-1
19: COCCCN1C2=C(C(=O)CC(C)(C)C2)C(c2ccc(O)c(OC)c2)C2=C1CC(C)(C)CC2=O
    3	-1	5	1	-2	15	7	0	-1
20: Cc1ccc(-n2cccn2)c(CN2CCCC(C(=O)c3ccc4c(c3)OCO4)C2)c1 (stereo not given)
    10	-9	8	1	1	-7	-10	-1	3
21: COc1ccc(NC(=O)C(=O)N/N=C/c2cc(C)n(-c3cccc(Cl)c3Cl)c2C)c(OC)c1
    -7	0	4	0	0	0	1	-2	4
22: CCc1oc2c(C)c(O)ccc2c(=O)c1-c1ccc2ccccc2n1
    4	-5	-2	7	1	5	-2	4	2
23: CCCNC(=O)C(Cc1cccc(OC)c1)NC(=O)c1ccc(C(C)(C)C)cc1 (stereo not given)
    -13	-6	10	-9	-14	5	.	-4	-8
24: COCCN1C(=O)N[C@@H](c2cccc(F)c2)C(C(C)=O)=C1C
    -2	-10	-2	1	-2	6	3	0	2
25: O=[N+]([O-])c1cc([N+](=O)[O-])c(Oc2c(F)cc(F)cc2F)cc1NN1CCCCC1
    -1	2	-1	-15	-5	-2	20	-1	4
26: O=C(COc1ccccc1)NCC(=O)N/N=C/c1ccccc1
    0	-2	5	-1	-5	7	-2	-1	1
27: COc1c(/C=N/NC(N)=S)c(C)nn1-c1ccccc1
    -3	3	5	4	-4	-1	1	2	0
28: O=C(NNC(=O)c1cc(O)c(O)c(O)c1)NC1CCCCC1
    0	2	3	4	5	-3	36*	1	9
29: O=C(O)C1C2CCC(C2)C1C(=O)Nc1ccccc1 (stereo not given)
    4	3	3	1	-8	6	25	2	-2
30: C=CC(COCc1ccccc1)N(Cc1ccc(OC)cc1)S(=O)(=O)c1ccccc1Br (stereo not given)
    1	3	3	1	2	2	5	-1	4
31: CCCOc1ccc(C(C)=O)cc1CC(C(=O)OCC)C(=O)OCC
    7	0	8	4	12	2	1	4	4
32: CCCS(=O)(=O)C/C(N)=N/OC(=O)c1ccc(Cl)cc1
    .	-2	.	4	0	.	6	1	12
33: COc1ccc(N2CCN(c3oc(Cc4ccccc4)nc3C#N)CC2)cc1
    7	1	-2	20	3	5	2	6	4
34: CCOC(=O)N1CCN(C(=O)c2ccc(-n3c(C)ccc3C)cc2)CC1
    8	-10	2	7	0	-2	4	-2	2
35: O=C(O)COc1ccc(-c2nccc(-c3cccs3)n2)cc1
    .	-1	.	-1	-6	.	2	0	4
36: CCC1=C(OC(=O)N(CC)CC)N2C(=O)OC(=NCCOC)[C@]2(Cc2ccccc2)[C@H]2C1=CC[C@H]1C(=O)N(C)C(=O)[C@H]12
    6	0	5	8	0	2	0	1	-3
37: O=C1CC(c2ccc(F)cc2)Cc2nc(N3CCN(c4ccccc4)CC3)ncc21 (stereo not given)
    5	-1	-6	0	1	8	-5	3	3
38: COc1cccc(CN2CC(C(=O)NCCN3CCOCC3)CCC2=O)c1 (stereo not given)
    0	2	1	7	11	3	-1	3	4
39: COc1ccccc1N1CCN(C(=O)C(C)NC(=O)c2cccc([N+](=O)[O-])c2)CC1 (stereo not given)
    -5	-5	-1	1	-5	0	-4	-2	3
40: CCOc1ncccc1C(=O)OCC(=O)Nc1ccc(-c2nc3ccc(C)cc3s2)cc1
    18	0	0	-10	-5	-3	-9	-3	25*
41: O=c1cccc(-c2ccccc2)[nH]1
    -14	-1	-2	-4	2	1	3	0	6
42: Cc1ccc(C2CC(c3ccco3)n3nc(N)nc3N2)cc1 (stereo not given)
    -5	3	2	-6	4	8	-2	-3	0
43: Cc1[nH]nc2c1C(c1cccnc1)N(c1ccc(Br)cc1)C2=O (stereo not given)
    -15	0	0	0	-4	5	-9	-2	4
44: CC(C)CCNC(=O)CCn1c(=S)oc2ccccc21
    4	0	-4	-3	-7	-5	-3	3	0
45: COC(=O)c1ccc(NC(=O)c2ccc3nccnc3c2)cc1
    -7	-2	-4	2	-6	8	-7	-2	0
46: CC1(c2ccccc2Cl)NC(=O)N(CC(=O)Nc2ccc(N3CCOCC3)cc2)C1=O (stereo not given)
    -6	-4	4	.	.	0	.	.	0
47: O=C(NCc1ccccc1)c1nc(S(=O)(=O)Cc2ccccc2)ncc1Cl
    5	1	8	-3	1	15	-2	-1	1
48: COc1ccc(NC(=O)c2cccc(Oc3ccccc3)c2)cn1
    5	-3	7	-1	-11	11	1	-3	1
49: CC(C)c1ccc(S(=O)(=O)c2nnn3c2nc(N2CCCCC2)c2ccccc23)cc1
    -10	-4	-2	0	4	-2	-4	2	-2
50: Cc1cccc(OC(=O)c2cncc(Br)c2)c1
    -1	2	7	3	2	3	3	-2	-4
51: C=CCN(Cc1ccc(OC)c(OC)c1)C(=O)N1CCOCC1
    -1	-2	5	3	-4	7	2	-1	3
52: O=C(NCc1cccs1)c1ccncc1
    -1	2	5	8	-4	1	-2	0	9
53: COc1ccc(CC(=O)Nc2cccc(S(=O)(=O)N3CCOCC3)c2)cc1OC
    4	-4	1	9	0	7	.	1	-2
54: CCc1ccc(NC(=O)CSc2nc(O)cc(=O)n2C2CCCC2)cc1
    0	-1	-1	-12	-16	4	-7	-5	0
55: CCNc1nc(C)cc(COC)c1C#N
    5	-1	9	-3	-1	-3	-6	-3	3
56: O=C(Nc1cccc(C(F)(F)F)c1)c1n[nH]c(Cn2cncn2)n1
    -1	1	1	10	1	-1	7	-2	3
57: CC(=O)Nc1ccc(S(=O)(=O)N2CCN(CC(=O)NC3CCCC3)CC2)cc1
    -5	3	2	4	-3	13	5	1	11
58: CC(C)NC(=O)c1ccc(N(Cc2ccc(Cl)cc2)S(C)(=O)=O)cc1
    -6	-2	5	-4	-4	3	6	-5	-3
59: Cc1cc(=O)oc2cc(OCC(=O)NC3CCCCC3)ccc12
    -2	2	3	-1	-2	-5	0	0	-1
60: O=C(CN1C(=O)c2ccccc2C1=O)N1CCN(c2ccccc2)CC1
    7	1	0	5	6	5	7	2	0

# The list is partial (hit frequency here may not be typical).
